Screening results from PubChem BioAssay.
Giardia FBPA inh = Giardia lamblia aldolase inhibition; A8B2U2; purified Giardia FBPA; Potency, µM (titrated, usually from 59.6 µM), for the others: at the top dose activity, negative = inhibition, most hits filed as inhibitors; 0.71% of 290,000 active; further: potency means the concentration at half of the fitted maximal effect; nearly all actives have a fitted effect of over 55% in size
Target sequence (A8B2U2 whole entry, looked up): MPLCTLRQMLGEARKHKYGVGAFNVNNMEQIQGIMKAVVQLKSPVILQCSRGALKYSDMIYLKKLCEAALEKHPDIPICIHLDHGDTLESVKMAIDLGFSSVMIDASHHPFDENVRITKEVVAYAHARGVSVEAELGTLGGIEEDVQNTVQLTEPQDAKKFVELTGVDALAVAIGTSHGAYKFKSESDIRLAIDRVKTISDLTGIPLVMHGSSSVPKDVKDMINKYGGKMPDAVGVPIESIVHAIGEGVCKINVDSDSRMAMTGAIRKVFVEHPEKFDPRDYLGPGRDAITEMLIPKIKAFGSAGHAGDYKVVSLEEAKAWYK
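Giardia FBPA (40 nM reagent) was preincubated 10 min at RT with compound (up to 57.5 uM final), then substrate plus GAPDH/TPI/NAD/arsenate coupling system with diaphorase/resazurin was added; resorufin fluorescence (525/598 nm) was read after 20 min.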
HCMV antiviral = inhibitors of human cytomegalovirus; HFF cells, HCMV-luciferase reporter, 72 h; active compounds read low; activity change, negative = inhibition, % at 57.5 µM; 4.5% of 410,000 active; AID 1259415; in the data active means activity change below about -60%; inconclusive means no clear call, values can overlap the other calls; inactive means above about -39%
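After 16 h attachment at 37C, HFF cells received test compound and HCMV-luciferase (1 PFU/cell); reporter luminescence read 72 h later, data normalized against buffer-only and known inhibitor Salinomycin.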
AMA1 RON2 block = inhibitors of Plasmodium falciparum AMA1-RON2 interaction; AlphaScreen AMA1-biotinylated RON2 peptide binding; Potency, µM (highest dose often 58.2 µM), inactives show top-dose activity change, negative = inhibition, actives largely listed as inhibitors; 0.2% of 360,000 active;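 further: potency means the concentration at half of the fitted maximal effect; 0% = vehicle wells and -100% = peptide control; nearly all actives have a fitted effect of over 45% in size; some results filed as inactive show a strong effect at the top dose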
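AMA1 (3D7) with his tag at 25 nM final met compounds first, then biotinylated RON2 peptide at 25 nM; detection used donor plus acceptor beads, 10 µg/mL apiece, read by AlphaScreen after 30 min at room temperature.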
HCV inhibitor = inhibitors of hepatitis C virus infection; Huh7.5.1 HCVcc-Cre infection, luciferase reporter, 44 h; Potency, µM (series often up to 41.8 µM), for inactives: top-dose activity change, negative = inhibition, most hits filed as inhibitors; 3.4% of 340,000 active; AID 651820; further: potency means the concentration at half of the fitted maximal effect
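A cell-based infection assay in which seeded cells (1,000 per well) receive test compound after 4 h, are inoculated with HCVcc-Cre at approximately 0.5 moi, and are incubated 44 h before luminescence detection.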
AmpC detergent = inhibitors of E. coli AmpC beta-lactamase with detergent; P00811; AmpC hydrolysis of nitrocefin, absorbance 480 nm, 0.01% Triton; Potency, µM (doses to about 114 µM), for inactives: top-dose activity change, negative = inhibition, usual class: inhibitors; 0.041% of 370,000 active;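 further: potency means the concentration at half of the fitted maximal effect; 0% = no-compound wells and -100% = no-enzyme wells; nearly all actives have a fitted effect of over 25% in size; some results filed as inactive show a strong effect at the top dose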
Target sequence (P00811 whole entry, looked up): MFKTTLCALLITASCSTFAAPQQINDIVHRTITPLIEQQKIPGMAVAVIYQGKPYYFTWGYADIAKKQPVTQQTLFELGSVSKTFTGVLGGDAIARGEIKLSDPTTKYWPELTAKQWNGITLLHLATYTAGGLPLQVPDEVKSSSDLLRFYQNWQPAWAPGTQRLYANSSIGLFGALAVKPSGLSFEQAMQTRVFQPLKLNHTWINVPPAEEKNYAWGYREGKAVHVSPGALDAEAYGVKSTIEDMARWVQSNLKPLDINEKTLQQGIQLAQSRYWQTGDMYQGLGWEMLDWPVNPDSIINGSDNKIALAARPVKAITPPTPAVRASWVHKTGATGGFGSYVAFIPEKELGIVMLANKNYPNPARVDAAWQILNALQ
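AmpC (5.3 nM in the dispensed reagent) in 20 mM phosphate pH 7.0 with 0.01% (detergent screen) or 0.0001% Triton X-100 was preincubated with compounds for 15 min at room temperature. Nitrocefin was then added from an 800 uM solution, and hydrolysis was followed at 480 nm.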
Sm TGR block = inhibitors of Schistosoma mansoni thioredoxin glutathione reductase; Potency, µM (highest dose often 114 µM), without a hit: top-dose activity change, negative = inhibition, hits mostly inhibitors; purified TGR, DTNB reduction, TNB absorbance 405 nm; Q962Y6; 3% of 360,000 active; further: potency means the concentration at half of the fitted maximal effect; nearly all actives have a fitted effect of over 60% in size
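First, TGR (20 nM dispensed) and NADPH were mixed with compound. Second, a 15 min room-temperature incubation followed. Third, further NADPH and then DTNB were added to start the reaction. Finally, TNB absorbance was monitored kinetically.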
Starred values were filed as active, the others as inactive; ? = inconclusive; · = not tested or not shown; [ ] = dose if it differs, or a comment. Unless noted, the call rests on the fitted dose curve; in most records, active means well fitted curve in the direction sought with a large enough effect; inconclusive means small, poorly fitted or top-dose-only effect, or another doubt; inactive means no such curve, though single readings can be large; an effect the other way counts as inactive or inconclusive. Unless noted, on the % scale 0 is the no-effect control and ±100 the full control effect.

SMILES	Giardia FBPA inh	HCMV antiviral	AMA1 RON2 block	HCV inhibitor	AmpC detergent	Sm TGR block
Clc1ccccc1-c1nc2ccccc2c2nc3ccccc3n12	-1.1%	?	-0.9%	?	7.9%	-3.7%
CC(C)Oc1ccc(C(=O)NNC(=O)c2ccccc2C(=O)O)cc1	3.4%	-12.9	43.0%[activator]	-0.3%	-11.2%	-5.4%
Cc1nc2ccc(S(=O)(=O)NC(C(=O)NCc3ccc(Cl)cc3)C(C)C)cc2s1 (configuration not stated)	·	-15.1	·	·	8.8%	-1.0%
O=C(NCC(c1cccnc1)N1CCc2ccccc21)c1ccc(F)c(F)c1 (configuration not stated)	·	-24.4	·	·	11.2%	2.9%
CCCCn1c(=NC(=O)c2ccco2)c(C(=O)OCC)cc2c(=O)n3cccc(C)c3nc21	1.1%	-5.5	-0.4%	?	-7.7%	-33.3%
O=C(COC(=O)/C=C/c1cc(Br)ccc1F)NC1CC1	·	9.6	15.1%	-1.2%	·	·
CCOC(=O)c1[nH]c(C)c(C(=O)N2CCN(c3ccc(F)cc3)CC2)c1C	0.5%	-18.9	9.8%	-7.7%	1.8%	-4.1%
CCCCOc1ccc(CSC(=N)N)cc1Cl	-6.2%	-1.3	2.9%	?	1.3%	6.1%
O=[N+]([O-])c1nn(-c2ccccc2)[n+]([O-])c1N1CCN(c2ccccc2)CC1	3.5%	?	-15.8%	-0.9%	0.1%	-25.7%
COc1ccc(/C=C/C(=O)NCc2ccc(F)cc2)cc1S(=O)(=O)N1CCOCC1	-4.7%	?	10.9%	?	-5.8%	7.8%
O=C1NCCN(Cc2cccc(Oc3ccccc3)c2)C1CC(=O)N1CCCCC1 (configuration not stated)	·	-2.3	7.0%	-28.4%	-6.9%	?
O=[N+]([O-])c1ccc(N2CCN(c3ccccc3O)CC2)cc1	·	20.3	-3.2%	6.6%	4.0%	-11.3%
CCCCCC(=O)NC(Nc1ccc(S(N)(=O)=O)cc1)C(Cl)(Cl)Cl (configuration not stated)	10.1%	-8.0	-9.1%	3.8%	-1.2%	-1.9%
Nc1ccc2c(c1)CC(=O)c1ccccc1S2	?	-13.4	-17.4%	8.3%	-9.5%	-7.5%
CCOC(=O)N1CCC(NCCNC(=O)c2ccc(Cl)cc2)CC1	-0.5%	22.9	6.1%	-27.9%	0.8%	2.5%

2 compounds from above, limited to AmpC detergent, Sm TGR block and HCMV antiviral:
Molecule	AmpC detergent	Sm TGR block	HCMV antiviral
O=[N+]([O-])c1nn(-c2ccccc2)[n+]([O-])c1N1CCN(c2ccccc2)CC1	0.1%	-25.7%	?
COc1ccc(/C=C/C(=O)NCc2ccc(F)cc2)cc1S(=O)(=O)N1CCOCC1	-5.8%	7.8%	?

More results:
SMILES	Giardia FBPA inh	HCMV antiviral	AMA1 RON2 block	HCV inhibitor	AmpC detergent	Sm TGR block
C=CC[C@@H](CC(=O)N(CCO)Cc1ccccc1)C(=O)N[C@H](COC(=O)[C@@H](CC=C)CC(=O)OC(C)(C)C)C(C)(C)C	·	9.4	-0.2%	?	·	·
Cc1cc(C=O)c(C)n1-c1ccc(N2CCCCC2)c([N+](=O)[O-])c1	-24.0%	-24.6	-7.3%	?	-5.2%	0.2%
CCOC(=O)C(C(=O)c1ccccc1)C1CC(C)NC(=S)N1 (configuration not stated)	-3.0%	?	0.4%	25.1%	-1.6%	1.3%
Cc1cc(OCC(=O)NC(Cc2ccc(Cl)cc2)C(=O)O)c2c3c(c(=O)oc2c1)CCC3 (configuration not stated)	-9.2%	19.7	-1.8%	11.3%	?	20.2%
CCOc1ccc(CNC(=O)CN2C(=O)C(c3ccccc3)Oc3cccnc32)cc1 (configuration not stated)	10.7%	-23.9	10.5%	?	-6.6%	0.4%
CCCCn1nc(C(=O)OCC(=O)Nc2sccc2C(N)=O)c2ccccc2c1=O	2.4%	1.5	-1.5%	4.1%	-2.4%	5.0%
O=C(Cn1cnc2scc(-c3ccc(F)cc3)c2c1=O)N1CCOCC1	-0.6%	35.1	13.5%	9.1%	?	0.4%
CC/C(=N/Nc1cccc(Cl)c1)c1cnnc(SC)n1	-5.5%	-15.1	-6.9%	?	-8.1%	-11.4%
O=C(Cn1cc(S(=O)(=O)N2CCCC2)c(S(=O)(=O)N2CCCC2)c1)NCc1ccco1	·	-33.4	-6.5%	24.6%	-6.3%	?
O=C(CN(Cc1ccccc1Cl)C(=O)c1csnn1)NCCc1ccccc1	11.1%	-13.6	4.5%	0.9%	-10.0%	-11.8%
CCCC(=O)C1=C(O)C(c2cccc(Oc3ccccc3)c2)CCC1=O (configuration not stated)	4.1%	-15.1	18.7%	15.2%	-0.3%	5.4%
O=C(COc1ccc(Br)cc1)N1CCOCC1	-5.4%	-24.9	7.4%	7.4%	-8.6%	1.3%
O=C(NCc1ccccn1)/C(=N/O)c1ccccc1	4.6%	-14.4	49.0%[activator]	-1.0%	-5.1%	5.9%
Cc1nccn1CCc1nc(N)nc(N)n1	-13.8%	-2.5	5.2%	1.1%	2.8%	4.2%
Cc1nn(C)c(C)c1CCC(=O)N1CCCC(N2CCN(c3ccc(F)cc3)CC2)C1 (configuration not stated)	0.5%	-12.1	-6.1%	4.2%	1.5%	-2.8%
COc1ccc(N2CC(C(=O)N3CCN(S(=O)(=O)c4ccc(F)c(F)c4)CC3)CC2=O)c(OC)c1 (configuration not stated)	·	8.2	9.9%[11.6 µM]	-2.2%	·	·
Cc1ccc(NC(=O)CN2CCN(C3CCCCC3)C(=O)C2=O)cc1	·	14.4	·	·	1.8%	-8.2%
O=C(CC(=O)N/N=C/c1ccc(F)cc1)N/N=C/c1ccc(F)cc1	4.6%	-1.8	21.6%	20.8%	-0.1%	8.3%
COc1ccc(S(N)(=O)=O)cc1C(=O)OCCCOc1ccc(F)cc1	0.3%	11.8	6.1%	-24.8%	-9.8%	4.2%
Cc1cc(C)cc(NC(=O)Cn2nnc(C(=O)Nc3cc(C)cc(C)c3)c2N)c1	·	-83.1*	·	·	0.8%	4.5%
CC(=O)Nc1cc2c(cc1NC(=O)Cn1nc(-c3ccc(F)cc3)ccc1=O)OCCO2	-5.3%	-1.1	6.5%	-10.0%	6.9%	-0.4%
C=CCN(c1ccccc1)S(=O)(=O)c1cccc(C(=O)Oc2ccc3c(C)cc(=O)oc3c2)c1	0.0%	-22.5	10.1%	-3.0%	-7.3%	-4.1%
Cc1cccc(NC(=O)Nc2cnccn2)c1C	3.6%	-12.5	4.6%	2.7%	-3.8%	0.0%
Cc1cccc(C)c1NC(=S)N(C)CCc1ccccn1	-10.1%	56.9	9.3%	25.6%	-4.6%	-5.9%
NC(=O)c1ccc(NC(=O)C2CCCO2)cc1 (configuration not stated)	0.7%	13.1	5.6%	3.6%	1.8%	-30.9%
Cc1ccc(C(C(=O)NCC2CCCO2)N(Cc2ccccc2F)C(=O)Cn2nnc(-c3cccs3)n2)cc1 (configuration not stated)	-1.5%	-25.1	8.3%	-19.9%	?	-19.0%
COc1cc(Sc2ccc(C)cc2)c(OC)cc1N	?	5.4	?	-23.6%	7.7%	?
COc1ccccc1CC(=O)NNS(=O)(=O)c1ccccc1[N+](=O)[O-]	-1.4%	-26.0	7.2%	20.0%	0.6%	0.7%
COc1ccc(S(=O)(=O)Nc2cccc(NC(C)=O)c2)cc1	9.9%	49.3	-4.4%	-0.5%	?	-13.3%
CC1(C)Cc2c(sc(NC(=O)Cc3ccccc3)c2C#N)CO1	11.6%	28.6	-8.2%	-5.6%	-4.4%	-29.5%
C=CCOC(=O)C1=C(C)OC(N)=C(C(=O)OCC)C12C(=O)N(CC(N)=O)c1ccccc12 (configuration not stated)	-13.8%[12.9 µM]	33.5	-2.7%	1.4%	-12.7%	5.5%
CC(=O)Nc1cc(C(=O)NCCN2CCN(Cc3ccccc3)CC2)ccc1Sc1ccc(C)cc1	2.4%	11.5	-2.9%	4.0%	1.7%	-7.3%
CCc1cccc(NC(=S)N(CCOC)C2CCN(C(C)=O)CC2)c1	-11.0%	-32.1	-3.6%	-11.7%	-12.0%	-25.0%
CCCc1cc(=O)oc2c(C)c(O)c(CN3CCCCC3)cc12	3.1%	-20.3	0.6%	3.1%	-11.1%	1.2%
CCOC(=O)c1ccc(Nc2ccc([N+](=O)[O-])cn2)cc1	2.9%	29.2	4.4%	22.4%	?	-1.2%
Nc1nonc1-c1nc2ccccc2n1Cc1ccccc1	0.0%	-36.7	23.1%	?	-1.8%	0.8%
COc1cc(OC)cc(C(=O)NCc2ccc3c(c2)cc(C)n3C)c1	-13.8%	17.6	?	-21.7%	-0.7%	-3.7%
C/C(=N/NC(=O)CNC(=O)c1cccc(F)c1)c1ccc2c(c1)CCCC2	4.3%	-32.3	15.1%	-28.4%	-3.3%	4.3%
CC(C)c1cc(N=NC(N)=O)cc(C(C)C)c1O	-6.2%	9.7	14.7%	2.3%	1.5%	-25.8%[57.1 µM]
CN1CCc2c(sc(NC(=O)c3ccco3)c2C(N)=O)C1	-14.4%	16.1	-20.5%	·	-3.1%	0.0%
O=C(COC(=O)CCNS(=O)(=O)c1ccccc1F)Nc1nnc(-c2ccccc2)o1	·	4.5	77.6%[activator]	7.8%	-15.3%	0.8%
COc1ccc(C)cc1N(C(=O)c1ccccc1F)c1nc2ccccc2s1	-6.3%	0.8	-5.3%	?	?	0.0%
CC(C)N(Cc1ccccc1)S(=O)(=O)c1cccs1	-6.1%	-19.8	19.2%	-3.3%	-18.7%	-23.4%
CC1CC(C)CN(c2ccc(S(=O)(=O)N3CCOCC3)cc2)C1 (configuration not stated)	·	-25.3	-8.5%	-10.2%	?	6.7%
COC(=O)c1cc2ccccn2c2c(C(=O)OC)c(C(=O)OC)cc1-2	-0.1%	46.2	-6.2%	?	-13.4%	3.3%

The closing two compounds of the part before open the next one:
SMILES	Giardia FBPA inh	HCMV antiviral	AMA1 RON2 block	HCV inhibitor	AmpC detergent	Sm TGR block
CC1CC(C)CN(c2ccc(S(=O)(=O)N3CCOCC3)cc2)C1 (configuration not stated)	·	-25.3	-8.5%	-10.2%	?	6.7%
COC(=O)c1cc2ccccn2c2c(C(=O)OC)c(C(=O)OC)cc1-2	-0.1%	46.2	-6.2%	?	-13.4%	3.3%
COc1ccc(C(=O)CSc2nnn(-c3cccc(NC(C)=O)c3)n2)cc1	3.2%	72.2	12.2%	-27.5%	4.8%	0.0%
COc1ccc(NC(=O)C2CCCN2S(=O)(=O)c2ccc3c(c2)CCC(=O)N3)cc1Cl (configuration not stated)	-0.4%	-10.1	-5.6%	-16.6%	-11.5%	-10.6%
CCCCN(C(=O)c1ccc(S(=O)(=O)N2CCC(C)CC2)cc1)C1CCS(=O)(=O)C1 (configuration not stated)	·	-26.6	8.4%	14.4%[8.37 µM]	?	-19.4%
CCc1ccccc1NC(=O)c1sc2nc(C)cc(COC)c2c1N	·	-23.1	·	·	9.0%	3.4%
CN(C)CCCNC(=O)CC(c1ccc(F)cc1)c1ccco1 (configuration not stated)	-0.3%	-2.3	6.3%	-7.3%	?	-13.2%

The order is random; overall some 9.3% were active at least once.
